Screening data deposited in PubChem by National Center for Advancing Translational Sciences (NCATS).
IkB signaling – inhibitors of IkB signaling in ABC-DLBCL cells | ABC-DLBCL IkBa-CBG/CBR dual luciferase ratio, 4 h; response scale: scaled: untreated 0%, proteasome inhibitor 100% | 110,000 tested, 0.04% active | Potency, µM (doses to about 57.1 µM), without a hit: at the top dose IkBa stabilization activation; active = well fitted curve in the direction sought with a large enough effect in the signal ratio, not every such curve was filed as active; inconclusive = small, poorly fitted or top-dose-only effect, or a change in a side signal; the % refers to the signal ratio;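 note: the direction sought is a rising ratio; 0% = basal untreated cells and 100% = reference inhibitor full response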
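Curves were fitted separately to fusion (green), unfused (red) and ratio luminescence, then classed by r2, magnitude and activity. Cells: OCI-Ly3, 4 h compound plus doxycycline at 37C; 10 uM MG-132 defined full response.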
p53ts 32C tox – kills p53ts cells at the permissive temperature; Potency, µM (series often up to 46.1 µM), for inactives: at the highest dose activity change, negative = cytotoxicity, usual class: cytotoxic; H1299-p53A138V at 32C, ATP luminescence viability, 24 h; 130,000 tested, 0.93% active;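 note: 0% = DMSO and -100% = full killing by reference compound; nearly all actives have a fitted effect of over 55% in size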
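Viability by ATPlite luminescence after 24 h compound treatment (up to 46 uM) at the permissive 32C. Cells are H1299 carrying p53 A138V. Scale runs from DMSO basal to 100 uM tamoxifen as full kill; AC50 from Hill fits.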
p53ts 39C tox – kills p53ts cells at the nonpermissive temperature. H1299-p53A138V viability at 39C, ATP luminescence, 24 h. Potency, µM (doses to about 46.1 µM), inactives show top-dose activity change, negative = cell killing, usual class: cytotoxic. 130,000 tested, 1.5% active; note: nearly all actives have a fitted effect of over 55% in size
Imprint erasure – inducers of genomic imprint erasure in mouse ES cells; Potency, µM (series often up to 60.7 µM), inactives show at the top dose activity change, positive = activation, hits mostly activators; mouse ES Peg3-LacZ reporter, beta-gal luminescence, 40 h; 110,000 tested, 0.02% active;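 note: 0% = negative control wells on the plate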
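Gelatin-coated wells received 300 freshly trypsinized female ES cells with a Peg3LacZ-Neo reporter on the maternal allele, then incubated 40 hours at 37C. BetaGlo was added for 5 minutes at room temperature before a single luminescence read.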
Active calls of the source: *; ? = inconclusive; / = not tested or not shown; [ ] = another dose, or the depositor's remark. Unless noted, calls come from the whole dose curve; as a rule, active = well fitted curve in the direction sought with a large enough effect; inconclusive = small, poorly fitted or top-dose-only effect, or another doubt; inactive = no such curve, though single readings can be large; an effect the other way counts as inactive or inconclusive. Unless noted, % is set by controls: 0 for no effect and ±100 for the full control effect; potency is the fitted concentration of half-maximal effect. An unsorted share of the library; overall some 1.7% were active at least once.

SMILES | IkB signaling | p53ts 32C tox | p53ts 39C tox | Imprint erasure
CCCCOc1ccc(C(=O)N2CCCCC2CCN2CCOCC2)cc1 (stereo unspecified) | ? | 2% | -23% | -10%[10.9 µM]
CCn1c(=O)n(-c2ccc3c(c2)OCO3)c2nc(-c3cc(OC)ccc3OC)nc(C(N)=O)c21 | -1.5% | 3% | -13% | -8%[10.9 µM]
CCCOC(=O)Cn1c(=O)c2cc3c(=O)n(CC(=O)OCCC)c(=O)c3cc2c1=O | 0.3% | 7% | -6% | -13%
CCOC(=O)C1CCCN(C(=O)c2cn(C)c3ccc(S(=O)(=O)N4CCCC4)cc3c2=O)C1 (stereo unspecified) | -2.1% | -1% | 4% | 9%
Cc1ccccc1OCC(O)CN (stereo unspecified) | 0.0% | -8% | -5% | -17%
Cc1nnsc1C(=O)Oc1ccccc1Cl | 0.4% | 4% | 10% | 8%[10.9 µM]
CNC(=O)[C@@H](Cc1ccccc1)N(C)C(=O)[C@@H](Cc1ccc2ccccc2c1)N(C)C(=O)/C=C/CC(C)(C)N | / | 1% | -13% | -11%
Cc1cc(-c2ccccc2)c2c3c(cn2n1)c(=O)n(C)c(=O)n3C | -0.1% | 6% | 0% | -8%
COc1cc(C2C(C#N)=C(C)NC3=C2C(=O)CC(C)(C)C3)ccc1O (stereo unspecified) | 0.2% | 12% | -2% | 3%
CC1CCCN(CCCNC(=O)c2ccc3c(c2)N(Cc2cccc(Cl)c2)C(=O)c2ccccc2S3(=O)=O)C1 (stereo unspecified) | -0.3% | 3% | 13µM* | -17%[10.9 µM]
Cc1noc(NS(=O)(=O)c2ccc(NC(=O)c3cnc4n(c3=O)CCS4)cc2)c1C | / | -2% | 2% | /
Cn1c(=O)c2c(ncn2CN2CCN(Cn3cnc4c3c(=O)n(C)c(=O)n4C)CC2)n(C)c1=O | 1.6%[11.4 µM] | -2%[9.22 µM] | 7%[9.22 µM] | -5%[10.9 µM]

The list goes on, starting with the last 3 of the part before.
SMILES | IkB signaling | p53ts 32C tox | p53ts 39C tox | Imprint erasure
CC1CCCN(CCCNC(=O)c2ccc3c(c2)N(Cc2cccc(Cl)c2)C(=O)c2ccccc2S3(=O)=O)C1 (stereo unspecified) | -0.3% | 3% | 13µM* | -17%[10.9 µM]
Cc1noc(NS(=O)(=O)c2ccc(NC(=O)c3cnc4n(c3=O)CCS4)cc2)c1C | / | -2% | 2% | /
Cn1c(=O)c2c(ncn2CN2CCN(Cn3cnc4c3c(=O)n(C)c(=O)n4C)CC2)n(C)c1=O | 1.6%[11.4 µM] | -2%[9.22 µM] | 7%[9.22 µM] | -5%[10.9 µM]
CCCC(=O)N(c1ccc(F)cc1)C1C=CS(=O)(=O)C1 (stereo unspecified) | -0.2% | 29% | 11% | -8%
CCOC(=O)c1c(C)[nH]c(C(=O)OC/C(O)=C(\C#N)c2nc3ccccc3[nH]2)c1C | ? | ? | ? | -3%
CCOc1ccccc1NC(=O)Cn1nnc(C(=O)NCc2ccc(F)cc2)c1N | -3.9% | -7% | 28% | -14%[10.9 µM]
O=C(NCCC1=CCCCC1)c1cnsn1 | -0.4% | -1% | 3% | -9%
O=C(c1cccc(F)c1)N1CCC2(CC1)CN(c1ccc(-c3ccccc3)cc1)C2 | 8.7%[11.4 µM] | -17% | -26% | /
Cc1ccccc1NC(=O)CCS(=O)(=O)c1cc(Br)cc2c1N(C(=O)C1CC1)CC2 | ? | 10% | 19% | 6%[10.9 µM]
CCCNC(=O)COCc1cc(-c2ccc(F)cc2)on1 | ? | -21% | 16% | -4%[10.9 µM]
CCCn1c(=N)c(C(=O)NC2CCCCC2)cc2c(=O)n3cc(C)ccc3nc21 | 0.1% | -9% | -3% | -10%[10.9 µM]
CCOc1cc(C2C(C(=O)OC)=C(C)NC3=C2C(=O)c2ccccc23)ccc1O (stereo unspecified) | ? | 10% | -1% | -4%[10.9 µM]
O=C(Nc1ccc(-c2nc3ccccc3[nH]2)cc1)C1CCCO1 (stereo unspecified) | ? | 2.5µM* | 4µM* | -89%[inhibitor]
N=C(N)SCCc1cccc(CCSC(=N)N)c1 | 2.8% | -11% | 8% | -10%
CCC(C)NC(=O)c1ccc2nc(Cc3ccccc3)oc2c1 (stereo unspecified) | -2.0% | -3% | -27% | -15%[10.9 µM]
COC(=O)c1cc2sc(Cl)cc2n1CC(=O)Nc1cccc(SC)c1 | 2.5% | -11% | -13% | -1%
Cc1ccccc1-c1nn2c(=O)cc(CN3CCN(C(=O)c4ccc(C(C)(C)C)cc4)CC3)nc2s1 | ? | -6% | 0% | 3%[10.9 µM]
Cn1c(SCC(=O)N2CCCc3ccccc32)nc2ccccc2c1=O | / | 3% | 4% | /
O=C(Nc1ccc(Cl)cc1)C1CC=CCC1C(=O)OCC(F)(F)C(F)F (stereo unspecified) | 2.8% | 10% | 10% | -9%
O=C(c1ccco1)N1CCN(C(=O)c2ccc(Cn3cc(Br)cn3)o2)CC1 | -0.3% | 4% | -4% | -14%
O=C(CSc1nc2ccsc2c(=O)n1-c1ccccc1)N1CCCC1 | -1.0% | 10% | 15% | -7%
CC(C)(Oc1ccc(Cl)cc1)C(=O)Nc1cccc(-c2cn3cccnc3n2)c1 | -0.4% | -2% | ? | -4%[10.9 µM]
CCOC(=O)c1c(C)nn(Cc2cccc(Cl)c2)c1N | 0.4% | 1% | -3% | 0%
CCN(c1ccccc1)c1nc2ccsc2c(=O)s1 | 0.0% | 5% | -2% | -1%
Cc1ccc(-c2nsc3c(N4CCC(C(N)=O)CC4)ncnc23)cc1 | -1.3% | -15% | -13% | 2%
Cc1cc2ccc(OC(=O)c3ccc(N=C(N)N)cc3)cc2oc1=O | 1.9%[11.4 µM] | 12%[9.22 µM] | 17%[9.22 µM] | -3%[10.9 µM]
Cc1nn(Cc2ccc(Cl)cc2)c(C)c1N | / | 11% | 2% | /
CCc1ccc(NC(=O)CSc2nc3ccccc3c(=O)n2CCNC(C)=O)cc1 | -0.8% | 2% | 34%[activator] | -10%[10.9 µM]
CC(C)Cc1nn2c(=O)cc(COC(=O)c3ccccc3NC(=O)C3CCCCC3)nc2s1 | -1.1% | 0% | 6% | -1%[10.9 µM]
COC(=O)c1ccc(Cl)cc1NC(=O)N1CC(C)Oc2ccccc21 (stereo unspecified) | -0.9% | 5% | 5% | -10%[10.9 µM]
CSc1ccc(CCNC(=O)Cn2ncc3c(=O)oc4ccc(C)cc4c32)cc1 | 0.6% | -7% | -12% | -10%[10.9 µM]
CC1(C)OC(C(O)(c2cc(C(F)(F)F)cc(C(F)(F)F)c2)c2cc(C(F)(F)F)cc(C(F)(F)F)c2)C(C(O)(c2cc(C(F)(F)F)cc(C(F)(F)F)c2)c2cc(C(F)(F)F)cc(C(F)(F)F)c2)O1 (stereo unspecified) | / | -3%[9.22 µM] | 0%[9.22 µM] | /
CCCOC(=O)c1ccc(NC(=O)c2cnccn2)cc1 | -0.3% | 8% | -11% | -55%[inhibitor]
COc1cccc(CNC(=O)c2cc3c(=O)n(C)c4ccccc4c3n2C)c1 | ? | -3% | 10µM* | -9%[10.9 µM]
O=C(O)C1CC=CCC1C(=O)Nc1cccc(F)c1 (stereo unspecified) | 1.4% | 4% | 5% | 0%
CCOC(=O)c1cccc(NC(=O)CSc2nc(N)cc(N)n2)c1 | -5.7% | 9% | -2% | -13%
COc1ccc(C(=O)N2CCC(c3nc4ccccc4s3)CC2)cc1Cl | ? | ? | -7% | -9%[10.9 µM]
Cc1cccc(NC(=O)CSc2nnc(-c3ccccc3Br)o2)c1C | 1.2% | 0% | -1% | -2%
CC(C)(C)C1CCc2c(sc3nc(-c4cc5cc(Br)ccc5oc4=O)[nH]c(=O)c23)C1 (stereo unspecified) | 2.6% | -4% | 4% | -5%[10.9 µM]
Cc1ccc(NC(=O)c2cc(NC(=O)c3ccco3)ccc2N2CCCCC2)cc1 | ? | 3% | -6% | -13%
CCOC(=O)c1c(C)oc2ccc(OCC(=O)N(CC)CC)cc12 | 2.9% | 3% | 6% | -9%
CCOC(=O)CN1CC23C=CC(O2)C(C(=O)Nc2ccc(F)c(C)c2)C3C1=O (stereo unspecified) | -1.9% | 3% | 4% | -9%
O=C(Cn1c(=O)n(Cc2ccc(C(=O)NCc3ccc4c(c3)OCO4)cc2)c(=O)c2ccccc21)Nc1ccc(F)cc1F | 1.8% | -17% | -3% | -11%[10.9 µM]
CCOC(=O)c1ccccc1NC(=O)CN(c1ccccc1)S(=O)(=O)c1ccc(OCC)cc1 | ? | 8% | 11% | -15%[10.9 µM]
Cc1ccc(-n2ncc(C(=O)NCCN3CCc4ccccc4C3)c2C2CCNCC2)cc1C | 2.1% | 3% | -4% | 5%[10.9 µM]
CCCS(=O)(=O)N1CCCC(C(=O)NC2CCCC(C)C2C)C1 (stereo unspecified) | -0.7% | -1% | -2% | 9%
CCOc1ccc(NCc2cccn2-c2nnc(N3CCC(C(=O)NCc4ccccc4Cl)CC3)s2)cc1 | ? | 1% | -11% | -19%[10.9 µM]
CCOC(=O)c1cc2c(=O)n3ccccc3nc2n(CC2CCCO2)c1=NC(=O)c1ccc(C(C)(C)C)cc1 (stereo unspecified) | -1.0% | -2% | 24% | 14%[10.9 µM]
O=C(NCc1ccccc1)c1ccc2c(c1)CCN2S(=O)(=O)c1ccc(Cl)cc1 | ? | 15% | -16% | 9%[10.9 µM]
Cc1ccc(Cl)cc1NC(=O)CCn1cccc1 | / | 8% | 10% | /
O=C(O)CCNc1ncnc2nc[nH]c12 | -0.1%[11.4 µM] | -7%[9.22 µM] | -1%[9.22 µM] | 6%[10.9 µM]
CC(C)(C)OC(=O)N1CCC(C(=O)N2CCC[C@H]2C(=O)O)CC1 | 0.3% | 2% | 6% | -2%
O=C(c1ccccc1)c1ccc(C(=O)N2CCOCC2)cc1 | 2.7% | 6% | 0% | -13%
CCCC(=O)c1ccc(N2CCN(S(=O)(=O)c3ccccc3)CC2)c(F)c1 | 9.9% | -3% | -4% | -18%
Cc1cccc(NC(=O)CSc2nc(=O)n(CCN3CCOCC3)c3c2CCC3)c1C | -0.3% | -6% | 11% | -9%[10.9 µM]
COCc1cc(C)nc(SCC(=O)Nc2ccccc2C)c1C#N | -1.7% | 0% | 3% | /
NC(=O)CCCCC(N)=O | 1.2% | -12%[1.84 µM] | -3% | 3%
Nc1cc(N)nc(SCCOc2ccccc2)n1 | -1.6% | 2% | -14% | -34%[inhibitor]
CCC(OC(=O)c1cc2sccc2n1C)C(=O)NCC1CCCO1 (stereo unspecified) | ? | -1% | -6% | -8%
Nc1cc(Cl)c(N)c(Cl)c1 | 4.2% | 0%[1.84 µM] | -11% | -1%
CS(=O)(=O)N1CCC2(CCN(c3cccc(-c4ccccc4)c3)CC2)CC1 | 4.4%[11.4 µM] | 7% | -12% | /

Molecules listed so far that contain fluorine, in the order listed:
SMILES | IkB signaling | p53ts 32C tox | p53ts 39C tox | Imprint erasure
CCCC(=O)N(c1ccc(F)cc1)C1C=CS(=O)(=O)C1 (stereo unspecified) | -0.2% | 29% | 11% | -8%
CCOc1ccccc1NC(=O)Cn1nnc(C(=O)NCc2ccc(F)cc2)c1N | -3.9% | -7% | 28% | -14%[10.9 µM]
O=C(c1cccc(F)c1)N1CCC2(CC1)CN(c1ccc(-c3ccccc3)cc1)C2 | 8.7%[11.4 µM] | -17% | -26% | /
CCCNC(=O)COCc1cc(-c2ccc(F)cc2)on1 | ? | -21% | 16% | -4%[10.9 µM]
O=C(Nc1ccc(Cl)cc1)C1CC=CCC1C(=O)OCC(F)(F)C(F)F (stereo unspecified) | 2.8% | 10% | 10% | -9%
CC1(C)OC(C(O)(c2cc(C(F)(F)F)cc(C(F)(F)F)c2)c2cc(C(F)(F)F)cc(C(F)(F)F)c2)C(C(O)(c2cc(C(F)(F)F)cc(C(F)(F)F)c2)c2cc(C(F)(F)F)cc(C(F)(F)F)c2)O1 (stereo unspecified) | / | -3%[9.22 µM] | 0%[9.22 µM] | /
O=C(O)C1CC=CCC1C(=O)Nc1cccc(F)c1 (stereo unspecified) | 1.4% | 4% | 5% | 0%
CCOC(=O)CN1CC23C=CC(O2)C(C(=O)Nc2ccc(F)c(C)c2)C3C1=O (stereo unspecified) | -1.9% | 3% | 4% | -9%
O=C(Cn1c(=O)n(Cc2ccc(C(=O)NCc3ccc4c(c3)OCO4)cc2)c(=O)c2ccccc21)Nc1ccc(F)cc1F | 1.8% | -17% | -3% | -11%[10.9 µM]
CCCC(=O)c1ccc(N2CCN(S(=O)(=O)c3ccccc3)CC2)c(F)c1 | 9.9% | -3% | -4% | -18%
